Vif-APOBEC3F blk: inhibitors of Vif-A3F interaction; HeLa A3F-eYFP + Vif (tagged APOBEC3F with the HIV-1 protein that degrades it), YFP fluorescence increase; Potency, µM (titrated, usually from 46.1 µM), for the others: at the highest dose activity, negative = active; 390,000 compounds, 0.2% hits; further: % of control where 0% means no effect; nearly all actives have a fitted effect of over 65% in size
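HeLa cells stably expressing A3F-eYFP plus Vif, plated and incubated overnight at 37 deg C, then exposed to compounds overnight at 37 deg C. Blocked degradation read as raised yellow fluorescence (Ex 488/Em 500-530).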
ALOX12 inh: blocks human arachidonate 12S-lipoxygenase | 580,000 compounds, 1.1% hits | purified 12hLO, xylenol orange hydroperoxide absorbance | Potency, µM (highest dose often 108 µM), inactives show at the top dose activity change, negative = inhibition, usual class: inhibitors; further: on the % scale 0 is the no-effect control and ±100 the full control effect
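Purified human 12hLO at 150 nM in 25 mM Hepes, 0.01% Triton X-100, pH 7.0, preincubated 15 min at room temperature with compound. Reaction started with 40 uM arachidonic acid, 30 min at room temperature. Hydroperoxide measured by Fe-xylenol orange, 573/405 nm absorbance ratio.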
TrxR1 substrate: substrates of rat thioredoxin reductase 1 | O89049 | purified TrxR1 substrate turnover, NADPH consumption readout | Potency, µM (series often up to 114 µM), for inactives: at the highest dose activity change, negative = substrate turnover | 390,000 compounds, 0.01% hits | AID 588456; further: on the % scale 0 is the no-effect control and ±100 the full control effect; nearly all actives have a fitted effect of over 50% in size
Target sequence (O89049 whole entry, looked up): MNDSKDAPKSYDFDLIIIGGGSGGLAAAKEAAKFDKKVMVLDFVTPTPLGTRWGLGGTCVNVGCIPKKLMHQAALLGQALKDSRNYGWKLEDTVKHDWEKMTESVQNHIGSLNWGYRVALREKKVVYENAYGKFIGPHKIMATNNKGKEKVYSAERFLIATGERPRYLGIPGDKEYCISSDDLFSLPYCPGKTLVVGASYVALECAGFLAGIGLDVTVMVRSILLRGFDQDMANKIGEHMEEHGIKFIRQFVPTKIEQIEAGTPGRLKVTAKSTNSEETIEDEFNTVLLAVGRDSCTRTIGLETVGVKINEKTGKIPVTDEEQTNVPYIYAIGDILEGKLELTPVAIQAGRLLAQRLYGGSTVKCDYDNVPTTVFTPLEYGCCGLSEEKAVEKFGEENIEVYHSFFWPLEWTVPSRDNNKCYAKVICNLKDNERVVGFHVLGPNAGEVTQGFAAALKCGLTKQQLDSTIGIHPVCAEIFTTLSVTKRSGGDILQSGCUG
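Rat TrxR1, dispensed at 90 nM, was prereduced with 400 uM NADPH (final) for 5 min at ~22 deg C, then incubated with compound 15 min before 400 uM selenite. A first-read NADPH fluorescence drop versus no-compound background flagged substrates.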
Vif-A3G inh: Vif-A3G binding inhibition; HeLa A3G-eYFP + Vif (tagged APOBEC3G with the HIV-1 protein that degrades it), YFP fluorescence, overnight; Potency, µM (top dose mostly 46.1 µM), for the others: at the top dose activity, negative = active, actives largely listed as inhibitors; 410,000 compounds, 0.076% hits;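 further: on the % scale 0 is the no-effect control and ±100 the full control effect; nearly all actives have a fitted effect of over 60% in size; hits raise eYFP signal because A3G escapes Vif-driven loss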
Target sequence (Q9HC16 whole entry, looked up): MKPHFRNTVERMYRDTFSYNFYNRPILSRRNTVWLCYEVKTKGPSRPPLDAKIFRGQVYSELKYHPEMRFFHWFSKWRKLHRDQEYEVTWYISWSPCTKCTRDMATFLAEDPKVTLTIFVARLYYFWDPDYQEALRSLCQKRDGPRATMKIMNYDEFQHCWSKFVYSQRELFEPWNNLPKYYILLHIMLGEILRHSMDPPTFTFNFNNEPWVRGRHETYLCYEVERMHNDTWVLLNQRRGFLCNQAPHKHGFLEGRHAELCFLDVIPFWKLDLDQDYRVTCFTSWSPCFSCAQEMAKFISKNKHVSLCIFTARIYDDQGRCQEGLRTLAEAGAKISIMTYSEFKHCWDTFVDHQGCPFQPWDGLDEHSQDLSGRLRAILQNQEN
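HeLa cells stably expressing Vif and C-terminally eYFP-tagged A3G, seeded overnight at 37 deg C, then exposed to compound by pintool overnight at 37 deg C. Rise in yellow fluorescence (Ex 488/Em 500-530, Acumen) marks blocked Vif-driven A3G degradation.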
IDH1 R132H inh: blocks human mutant IDH1 R132H enzyme | Potency, µM (series often up to 76.6 µM), for inactives: at the top dose activity change, negative = inhibition, actives largely listed as inhibitors | IDH1-R132H enzyme, NADPH consumption, diaphorase/resazurin fluorescence | 390,000 compounds, 0.093% hits | O75874 | AID 602179; further: on the % scale 0 is the no-effect control and ±100 the full control effect; nearly all actives have a fitted effect of over 65% in size
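IDH1-R132H (0.5 ug/mL) preincubated 30 min with compound, then NADPH (0.016 mM) and alpha-KG (2 mM) added; 80 min at RT, pH 7.5. Remaining NADPH coupled via diaphorase/resazurin to fluorescence (540/590 nm); concentration-response curves normalized to no-enzyme control.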
rTrxR1 inhibitor: blocks rat thioredoxin reductase 1; O89049; recombinant rTrxR1, NADPH fluorescence consumption, selenite substrate; Potency, µM (doses to about 114 µM), for inactives: top-dose activity change, negative = inhibition, most hits filed as inhibitors; 390,000 compounds, 1% hits; AID 588453; further: on the % scale 0 is the no-effect control and ±100 the full control effect; nearly all actives have a fitted effect of over 65% in size
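Rat TrxR1 (90 nM in the dispensed reagent) was pre-reduced with 400 uM NADPH for 5 min at room temperature, then incubated with compound for 15 min. After 400 uM selenite was added, NADPH fluorescence (Ex 340/Em 450 nm) was followed for 8 min.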
RGS4 inhibitor: blocks human RGS4-accelerated GTP hydrolysis; Potency, µM (doses to about 114 µM), for inactives: top-dose activity change, negative = inhibition, hits mostly inhibitors; Transcreener GDP fluorescence polarization, RGS4-accelerated GTP hydrolysis; P49798; AID 504845; 390,000 compounds, 0.039% hits; further: on the % scale 0 is the no-effect control and ±100 the full control effect; nearly all actives have a fitted effect of over 75% in size; some results filed as inactive show a strong effect at the top dose
Target sequence (P49798 whole entry, looked up): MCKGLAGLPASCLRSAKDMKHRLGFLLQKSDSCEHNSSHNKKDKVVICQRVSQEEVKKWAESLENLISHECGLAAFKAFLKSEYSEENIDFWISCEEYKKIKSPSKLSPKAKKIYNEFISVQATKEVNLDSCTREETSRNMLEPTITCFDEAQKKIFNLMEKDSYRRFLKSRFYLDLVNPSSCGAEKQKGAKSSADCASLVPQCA
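MLSMR compounds (23 nl, pin-transferred) preincubated 10 min at room temperature with a 500nM (2x) first reagent, then RGS4 at 900nM (2x) plus Transcreener GDP mix added; fluorescence polarization (620/688 nm) read before and after 90 min at 30 °C.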
RXFP1 ag: agonists of human relaxin receptor RXFP1. AID 2676. Q9HBX9. 370,000 compounds, 0.3% hits. HEK293T-RXFP1 cAMP TR-FRET, 30 min; response scale: percent of porcine relaxin response, buffer zero. Potency, µM (top dose mostly 57.5 µM), inactives show at the top dose activation, actives largely listed as activators; further: on the % scale 0 is the no-effect control and ±100 the full control effect; nearly all actives have a fitted effect of over 60% in size; many of its hits are not listed in these tables
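HEK293 cells stably expressing RXFP1, treated 30 min at 37C with compounds plus PDE4 inhibitor Ro 20174; cAMP measured by HTRF TR-FRET. Normalized to buffer and 29 nM porcine relaxin; EC50 by Hill fit.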
USP1 inh: blocks the human USP1/UAF1 deubiquitinase complex | recombinant USP1/UAF1, Ub-Rhodamine cleavage fluorescence | Potency, µM (titrated, usually from 57.1 µM), for inactives: top-dose activity change, negative = inhibition, most hits filed as inhibitors | 390,000 compounds, 0.23% hits | AID 743255; further: on the % scale 0 is the no-effect control and ±100 the full control effect; nearly all actives have a fitted effect of over 60% in size; inactives centre near -12
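Step one: compound is pinned into 1nM USP1/UAF1 in HEPES pH 7.8 buffer with TCEP. Step two: 15 min room-temperature incubation. Step three: Ub-Rho (150nM final) starts cleavage, tracked by fluorescence over six one-minute reads.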
Numbers without * were called inactive; u = inconclusive; x = no result given; & = joins results of further samples; [ ] = another dose, or the depositor's remark. The call rests on the fitted dose curve; in most records, active means well fitted curve in the direction sought with a large enough effect; inconclusive means small, poorly fitted or top-dose-only effect, or another doubt; inactive means no such curve, though single readings can be large; an effect the other way counts as inactive or inconclusive. Potency means the concentration at half of the fitted maximal effect. Only part of the results is shown. The share of hits here may be higher or lower than overall.

SMILES | Vif-APOBEC3F blk | ALOX12 inh | TrxR1 substrate | Vif-A3G inh | IDH1 R132H inh | rTrxR1 inhibitor | RGS4 inhibitor | RXFP1 ag | USP1 inh
Cc1cc2cc(CNC(=O)Nc3cccc(Cl)c3)ccc2n1C | 0% | u | 5% | -1% | 9% | 26% | -16% | 12% | -27%
C[C@H]1CN([C@@H](C)CO)C(=O)CCCn2nncc2CO[C@H]1CN(C)C(=O)Nc1cccc(Oc2ccccn2)c1 | 0% | 0% | x | -1% | 0% | x | x | x | 12%
Cc1ccc(-c2ccc(C3=CC(=O)CC(C)(C)C3=O)cc2)cc1 | -7% | -12% | x | 0% | -3% | x | x | x | -18%
COc1ccc(CCNC(=O)c2cc3c(=O)n4ccccc4nc3n(CCCN3CCOCC3)c2=N)cc1 | 2% | -12% | 12% | 1% | 5% | 12% | -4% | 7.8% | -23%
Cc1ccc(S(=O)(=O)N2CCCN(C(=O)CNC(=O)c3ccccc3)CC2)cc1 | -7% | 5% | -6% | 5% | 7% | -11% | 2% | 0.4% | 3%
Cc1cc(Br)ccc1NC(=O)CNC(=O)c1ccc(-n2cncn2)c([N+](=O)[O-])c1 | -10% | -21% | 8% | 4% | 0% | 16% | -4% | 1.3% | -17%
N#Cc1ccc(CSc2nnc(-c3c[nH]c4ccccc34)n2-c2ccccc2)cc1 | 2% | 12% | 12%[57.1 µM] | -4% | 7% | 34%[57.1 µM] | 24% | 2.1% | u
O=C(C[C@@H]1C/C=C\C[C@@H](Cc2ccc(F)cc2)C(=O)OC[C@@H](Cc2ccccc2)NC1=O)N[C@H](CO)Cc1ccccc1 | -6% | -5% | -1% | -7% | -13% | 15% | 8% | x | -18%
COc1ccccc1CC(=O)N1CCN(C(=O)c2ccco2)CC1 | -1% | -1% | -2% | 5% | 1% | 5% | 19% | -0.6% | -6%
CC(Sc1nnc(-c2cccs2)n1-c1ccccc1)C(=O)NCc1ccco1 (stereo not given) | 5% | -13% | 11%[57.1 µM] | -5% | 0% | -3%[57.1 µM] | -26% | -0.4% | -17%
COc1cccc(C2=NN(C(=O)CCCC(=O)O)C(c3cccs3)C2)c1 (stereo not given) | -11% | 22% | 10% | -9% | 9% | 2% | -22% | 1.3% | -15%
CN1C(=O)CSc2ccc(NC(=O)N3CCN(c4ccccn4)CC3)cc21 | 7% | -19% | 0% | -8% | 1% | -11% | -33% | 0.1% | -6%
CC(OC(=O)/C=C/c1ccc2ccccc2n1)C(=O)Nc1ccc(S(N)(=O)=O)cc1 (stereo not given) | u | u | -2% | -28% | 18% | -4% | -4% | 2.4% | -4%
CC(=O)Nc1ccc(SCC(=O)c2ccc(Br)s2)cc1 | -10% | u | -5% | -3% | 9% | 53%[activator] | u | 7.5% | -7%
Cc1cccc(-c2nnc(SCC3CNC(=O)O3)n2-c2ccc(Cl)cc2)c1 (stereo not given) | -9% | u | 4% | -6% | -3% | -5% | -25% | 3.8% | -23%
CN(C)S(=O)(=O)c1cccc(NC(=O)CNCc2ccccn2)c1 | -2% | -13% | 6% | -7% | -4% | 7% | -9% | -6.3% | -26%
Cc1ccc(C(C)C)cc1S(=O)(=O)NCc1ccccn1 | -17% | 0% | 1% | -2% | -2% | 15% | 1% | 1.1% | -21%
O=C(O)c1cc(S(=O)(=O)Nc2cccc(S(=O)(=O)N3CCCC3)c2)ccc1Cl | -8% | u | -3% | 2% | -1% | -2% | 6% | -1.9% | -1%
CC(OC(=O)CN1C(=O)NC2(CCCC2)C1=O)C(=O)Nc1cccc(Cl)c1Cl (stereo not given) | -4% | -16% | 2% | 0% | 7% | 1% | -21% | 1.0% | -11%
Cc1ccc(C(=O)Nc2ccc3c(c2)C(=O)NC3=O)cc1 | 2% | u | 30% | 2% | -3% | 13% | 5% | 22% | -19%
O=C1COc2ccc(C(=O)COC(=O)CCc3ccc(S(=O)(=O)N4CCOCC4)cc3)cc2N1 | -5% | -18% | -2% | 6% | 5% | 5% | 12% | -0.4% | -16%
COc1ccccc1C(=O)NCCC(=O)NNC(=O)c1ccccc1O | 3% | 37%[activator] | 18% | -4% | 0% | -6% | 9% | 1.8% | 1%
COc1ccc(Cn2c(C3CC3)nc3ccc(NC(C)=O)cc3c2=O)cc1 | -10% | 0% | 4% | 5% | 4% | 2% | -13% | -0.6% | -5%
Cc1ccc2nc(SCC(=O)Nc3cc(C)on3)c(C)cc2c1 | 12% | -15% | -6%[57.1 µM] | 0% | 0% | -9%[57.1 µM] | 1% | 7.3% | -11%
COc1ccc(Nc2oc(/C=C/c3cccc(OC)c3)nc2C#N)cc1 | -23% | 5%&-19% | 6% | -8% | 3% | 19% | 38% | -6.0% | -10%
COc1cc(C(=O)Nc2ccc(N3CCN(C(=O)c4ccc(C)cc4)CC3)cc2)cc(OC)c1OC | 0% | -3% | 3% | -11% | 8% | 20% | 3% | 0.2% | -17%
CC(C)(C)c1ccc(S(=O)(=O)CCc2ccccn2)cc1 | -7% | 5% | 4% | -3% | 1% | 8% | 19% | -0.7% | -16%
Cc1nc2ccccc2n1CC(O)Cn1c(C(F)(F)F)nc2ccccc21 (stereo not given) | 6% | -9% | -6%[57.1 µM] | 2% | -1% | 13%[57.1 µM] | -22% | -0.2% | -23%
Cc1ccc(-c2cc(-c3ccccc3)no2)cc1 | 5% | 14% | -1% | -4% | 8% | 4% | 12% | 0.0% | -19%
NS(=O)(=O)c1ccccc1NC(=S)Nc1ccccc1S(N)(=O)=O | -10% | u | 5% | 0% | 1% | 19% | 4% | 5.4% | -20%

Arranged by SMILES length (highest first): part of the list above.
SMILES | Vif-APOBEC3F blk | ALOX12 inh | TrxR1 substrate | Vif-A3G inh | IDH1 R132H inh | rTrxR1 inhibitor | RGS4 inhibitor | RXFP1 ag | USP1 inh
O=C1COc2ccc(C(=O)COC(=O)CCc3ccc(S(=O)(=O)N4CCOCC4)cc3)cc2N1 | -5% | -18% | -2% | 6% | 5% | 5% | 12% | -0.4% | -16%
COc1ccccc1C(=O)NCCC(=O)NNC(=O)c1ccccc1O | 3% | 37%[activator] | 18% | -4% | 0% | -6% | 9% | 1.8% | 1%
Cc1ccc(-c2cc(-c3ccccc3)no2)cc1 | 5% | 14% | -1% | -4% | 8% | 4% | 12% | 0.0% | -19%

Next part
SMILES | Vif-APOBEC3F blk | ALOX12 inh | TrxR1 substrate | Vif-A3G inh | IDH1 R132H inh | rTrxR1 inhibitor | RGS4 inhibitor | RXFP1 ag | USP1 inh
COc1cc(Cl)c(NS(=O)(=O)c2ccc(-c3cnc(C4CC4)o3)cc2)c(OC)c1 | 2% | -12% | -2%[57.1 µM] | -13% | 5% | 9%[57.1 µM] | 12% | -4.4% | -10%
Cc1cc(Br)ccc1OCCCCNCCO | -3% | -16% | 1% | -2% | 6% | -5% | 11% | 2.4% | -20%
Cc1ccc(S(=O)(=O)CCc2nnc(NC(=O)c3cnccn3)s2)cc1 | -7% | -7% | 6%[57.1 µM] | -8% | 1% | -9% | -4% | 1.7% | -12%
Cc1ccccc1C1(CCN2CCCCC2)CCOC(C)(C)C1 (stereo not given) | -17% | 4% | -8% | 1% | 6% | -12% | -22% | 3.5% | -18%
Cc1[nH]c2ccccc2c1CCNC(=O)c1ccc2nccnc2c1 | 10% | 14% | 3%[57.1 µM] | -2% | 1% | 2%[57.1 µM] | 7% | -2.0% | -20%
CC(=O)Nc1cccc(NC(=O)c2cccc3cccnc23)c1 | 14% | -6% | 1% | -4% | 8% | 0% | -16% | 2.4% | -2%
Cn1ncc(Br)c1C(=O)OCC(=O)Nc1nc(-c2ccccc2)cs1 | 1% | 0% | 0% | -1% | 3% | 14% | 14%[56.9 µM] | -1.2% | -2%
CCOC(=O)N1CCC(Nc2c([N+](=O)[O-])cc(C(=O)O)cc2[N+](=O)[O-])CC1 | -13% | u | 8% | 0% | 14% | 25% | 11% | -0.5% | -28%
Cc1cccc(S(=O)(=O)c2cn(C)c3cc(N4CCN(c5ccccc5)CC4)c(F)cc3c2=O)c1 | 0% | -2% | -10% | -2% | -25% | -7% | 6% | -2.3% | -14%
CCOc1ccc(C(=S)NC2CCCCC2)cc1OC | -2% | 22µM* | -2% | 3% | 0% | u | u | 2.3% | -14%
FC(F)(F)c1ccc(CN2CCN(Cc3ccco3)CC2)cc1 | 1% | u | -1% | 0% | 4% | 19% | 4% | -0.4% | -9%
Cc1cc2ncn(/N=C/c3ccc4c(c3)OCO4)c2cc1C | -9% | -7% | -1%[57.1 µM] | -18% | -21% | 33%[57.1 µM] | -40% | -2.0% | -17%
O=C(NN=Cc1cc(=O)[nH]c(=O)[nH]1)c1ccncc1 | -4% | -4% | -4% | 1% | -2% | -15% | -11% | x | -5%
CCOC(=O)Cc1nc2nc(C)cc(C)n2n1 | 5% | 0% | 5% | 0% | 2% | 23%[57.1 µM] | -31% | 5.3% | -18%
CCCSc1oc(-c2cccs2)nc1S(=O)(=O)c1ccc(C)cc1 | 3% | 6% | 18% | 0% | 14% | 14% | 3% | 0.2% | u
COc1cccc(C2c3c(-c4ccccc4)n[nH]c3C(=O)N2c2ccc(C(=O)O)cc2)c1 (stereo not given) | -2% | -22% | 12%[57.1 µM] | 1% | u | 11% | 12% | 2.0% | -17%
O=C(Oc1ccc(/C=N/Nc2ccccc2)cc1)c1ccccc1 | 11% | u | -10% | -10% | 2% | 27%[57.1 µM] | 7%[11.4 µM] | -0.6% | -22%
